PTAP TSG101 blk: blocks PTAP/TSG101 interaction to inhibit HIV-1 budding; Q99816; Fluorescence polarization, FITC-PTAP peptide / Tsg101 binding; Potency, µM (titrated, usually from 115 µM), for the others: at the highest dose activity change, negative = inhibition, actives largely listed as inhibitors; 340,000 tested, under 10 active; AID 493005; active = well fitted inhibition curve with a large enough effect in the main read-out, with a control signal flat, not every such curve was filed as active; inconclusive = small, poorly fitted or top-dose-only effect, or effect the other way, or a change in a side signal; inactive = no such curve, though single readings can be large or run the other way; note: potency is the fitted concentration of half-maximal effect; % of control where 0% means no effect
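Fluorescence anisotropy tracks displacement of a FITC-tagged PTAP peptide (50 nM) from the Tsg101 binding domain (10 uM), following a 20 min room-temperature incubation at pH 7.5.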
uPA generation: inhibitors of cell surface uPA generation; Potency, µM (titrated, usually from 38.3 µM), without a hit: at the top dose activity change, negative = inhibition, actives largely listed as inhibitors; cell surface uPA generation assay, qHTS; 330,000 compounds, 0.31% hits; active = well fitted inhibition curve with a large enough effect; inconclusive = small, poorly fitted or top-dose-only effect; inactive = no such curve, though single readings can be large or run the other way; tested in mouse RAW 264.7 cells; note: potency is the fitted concentration of half-maximal effect; % is set by controls: 0 for no effect and ±100 for the full control effect; nearly all actives have a fitted effect of over 55% in size
TCR activator: activators of T cell receptors; primary human leukocytes, anti-CD3, IL-2 HTRF, 48 h; Potency, µM (top dose mostly 9.22 µM), inactives show at the top dose activation of IL-2 secretion, most hits filed as activators; 330,000 tested, under 10 active; AID 504894; note: % of control where 0% means no effect
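Human primary leukocytes + a-CD3 beads + cpd, 48 hr; IL-2 in supernatant by HTRF (ex 320nm / em 665nm). No co-stimulatory signal supplied.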
B2AR arrestin: beta2AR (human) beta-arrestin recruitment activity; P07550; Potency, µM (titrated, usually from 46.1 µM), inactives show at the highest dose activation, hits mostly activators; beta-arrestin recruitment to beta2AR, cell-based reporter; 330,000 compounds, 0.02% hits;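 note: potency is the fitted concentration of half-maximal effect; 0% = DMSO controls and full agonism = EC100 isoproterenol or metaproterenol; nearly all actives have a fitted effect of over 65% in size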
Target sequence (P07550 whole entry, looked up): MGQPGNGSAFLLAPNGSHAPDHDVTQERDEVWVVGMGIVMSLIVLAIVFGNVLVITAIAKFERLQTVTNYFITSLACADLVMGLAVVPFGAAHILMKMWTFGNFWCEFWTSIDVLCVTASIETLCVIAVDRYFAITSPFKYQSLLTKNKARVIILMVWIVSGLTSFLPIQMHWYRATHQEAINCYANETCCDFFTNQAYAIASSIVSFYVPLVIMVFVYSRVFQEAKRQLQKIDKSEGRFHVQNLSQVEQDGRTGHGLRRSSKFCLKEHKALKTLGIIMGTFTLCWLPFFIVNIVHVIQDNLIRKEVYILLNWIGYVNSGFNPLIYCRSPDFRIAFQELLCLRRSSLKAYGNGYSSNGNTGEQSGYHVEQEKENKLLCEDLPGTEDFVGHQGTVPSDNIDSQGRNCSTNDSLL
BCR signal inh: chronic active BCR signaling inhibition; ABC-DLBCL IkBa-CBG/CBR reporter, luminescence ratio, 4 h; Potency, µM (series often up to 46.1 µM), for the others: top-dose ratio change, negative = lower green/red ratio, most hits filed as inhibitors; 340,000 compounds, 0.05% hits; active = well fitted inhibition curve with a large enough effect in the signal ratio, with a control signal flat, not every such curve was filed as active; inconclusive = small, poorly fitted or top-dose-only effect, or effect the other way, or a change in a side signal; the % refers to the signal ratio;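 note: potency is the fitted concentration of half-maximal effect; plate controls were basal doxycycline-induced cells for no effect and cells given 10 µM MG132 for full effect; MG132 reads +100%, hits lower the ratio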
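Cell line TMD8 (human ABC DLBCL), stably expressing tet-inducible CBG68-IkBa fusion and CBR; IMDM/0.5% FBS; cpd up to 46 uM; dox induction, 4 h, 37C/5% CO2; dual luminescence; green/red ratio; MG132 control.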
ELG1 repair inh: ELG1-dependent DNA repair inhibition | HEK293T ELG1-luciferase reporter, luminescence, 16 h; DNA damage induced by 5-fluorouridine | Potency, µM (series often up to 46.1 µM), without a hit: at the highest dose activity change, negative = inhibition, hits mostly inhibitors | 330,000 compounds, 2.3% hits | AID 504467; note: potency is the fitted concentration of half-maximal effect; % is set by controls: 0 for no effect and ±100 for the full control effect; nearly all actives have a fitted effect of over 55% in size
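HEK293T cells expressing luciferase-tagged ELG1 (2,000/well) received 5-Fluorouridine plus compound or DMSO for 16 hr at 37 °C. Luciferase was read by ONE-Glo luminescence after 30 min at room temperature.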
Eya2 phos inh: inhibitors of human Eya2 phosphatase activity. 330,000 compounds, 0.006% hits. O00167. Potency, µM (highest dose often 76.9 µM), without a hit: at the highest dose activity, negative = inhibition, usual class: inhibitors. AID 488837. recombinant Eya2, OMFP fluorescence dephosphorylation (OMFP is methylfluorescein phosphate); note: potency is the fitted concentration of half-maximal effect; % is set by controls: 0 for no effect and ±100 for the full control effect
Target sequence (O00167 whole entry, looked up): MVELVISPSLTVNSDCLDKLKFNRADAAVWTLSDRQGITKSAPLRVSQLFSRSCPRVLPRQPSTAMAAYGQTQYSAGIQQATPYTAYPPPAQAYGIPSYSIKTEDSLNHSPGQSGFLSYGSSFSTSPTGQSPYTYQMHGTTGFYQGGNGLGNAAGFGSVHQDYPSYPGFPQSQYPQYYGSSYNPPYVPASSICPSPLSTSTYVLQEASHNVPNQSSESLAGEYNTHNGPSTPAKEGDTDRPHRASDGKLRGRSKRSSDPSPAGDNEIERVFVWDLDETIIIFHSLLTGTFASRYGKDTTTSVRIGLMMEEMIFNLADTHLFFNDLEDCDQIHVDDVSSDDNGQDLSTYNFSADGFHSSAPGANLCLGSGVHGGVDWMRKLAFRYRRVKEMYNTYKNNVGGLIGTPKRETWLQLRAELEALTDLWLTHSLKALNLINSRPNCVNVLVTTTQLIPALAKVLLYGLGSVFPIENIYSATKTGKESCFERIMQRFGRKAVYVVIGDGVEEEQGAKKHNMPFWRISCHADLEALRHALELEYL
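Eya2 (0.2 uM) preincubated 10 min at ambient with compound, then OMFP substrate added at 50 uM; 10 min reaction in 50 mM HEPES pH 7.5, 50 mM NaCl, 5 uM MgCl2, 0.05% BSA, 1 mM DTT. Fluorescence read at Ex 485/Em 525 nm.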
TSHR antagonist: blocks TSH signaling through the human TSH receptor; activity change, negative = inhibition, % at 11.5 µM; AID 504810; P16473; TSHR-expressing cells, TSH-stimulated cAMP HTRF, 2 h; hits give low values; 330,000 compounds, 0.2% hits;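 active = activity change below a set negative limit, meaning inhibition stronger than a set level, cut at about -70% in these data; inconclusive = activity change between two set negative limits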; note: % is set by controls: 0 for no effect and ±100 for the full control effect
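Freshly harvested TSHR cells receive pin-tooled compound, then EC80 TSH at 4nM final. After 2 hours at 37 deg C, antibody in lysis buffer and cAMP-d2 are added; 30 minutes at ambient temperature precede the HTRF read.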
USP2a block: inhibitors of human ubiquitin-specific protease USP2a | Potency, µM (doses to about 38.3 µM), inactives show at the top dose activity change, negative = inhibition, actives largely listed as inhibitors | O75604 | 330,000 compounds, 0.01% hits | AID 463254 | USP2 core, Ub-CHOP2 coupled fluorogenic reporter, 485/531;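 note: potency is the fitted concentration of half-maximal effect; plate controls were DMSO wells for no effect and full inhibition by NEM control for full effect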
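USP2 core (10nM final) preincubated 30min RT with compound in 20mM Tris-HCl pH 8.0, 2mM CaCl2, 2mM beta-mercaptoethanol, 0.05% CHAPS; 25nM Ub-CHOP2 plus 25nM reporter substrate added, fluorescence (Ex485/Em531) read after 60min.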
Mito fusion act: blocks mitochondrial division or promotes mitochondrial fusion; S. cerevisiae fusion-defective mutant growth rescue, CellTiterGlo 48 h; 320,000 compounds, 0.23% hits; Potency, µM (top dose mostly 46.1 µM), without a hit: top-dose growth rescue (activation), hits mostly activators;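 note: potency is the fitted concentration of half-maximal effect; % of control where 0% means no effect; nearly all actives have a fitted effect of over 45% in size; temperature-sensitive fusion mutants such as fzo1-1 at 37 °C on non-fermentable ethanol glycerol medium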
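Compounds are tested for their ability to restore growth of mitochondrial fusion-defective yeast strains at non-permissive 37C in YPEG medium over 48 hours. Viability is quantified by luciferase luminescence.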
Tb PFK inh: inhibitors of T. brucei phosphofructokinase. 330,000 compounds, 0.17% hits. AID 485367. Potency, µM (top dose mostly 57.5 µM), without a hit: at the top dose activity, negative = inhibition, actives largely listed as inhibitors. T. brucei PFK, ADP-Glo luminescence. O15648;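 note: potency is the fitted concentration of half-maximal effect; 0% = uninhibited 1x PFK enzyme wells and -100% = no-enzyme wells; nearly all actives have a fitted effect of over 60% in size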
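1.25 nM PFK with 0.5 mM F6P and 0.1 mM ATP in 0.1 M TEA pH 8.0, 5 mM MgCl2, incubated 45 min at room temperature; ADP measured by ADP-Glo luminescence; compounds titrated up to 57 uM.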
An asterisk follows results filed as active; ? = inconclusive; nt = no result given; [ ] = dose if it differs, or a comment. Unless noted, calls come from the whole dose curve; as a rule, active = well fitted curve in the direction sought with a large enough effect; inconclusive = small, poorly fitted or top-dose-only effect, or another doubt; inactive = no such curve, though single readings can be large; an effect the other way counts as inactive or inconclusive.

SMILES	PTAP TSG101 blk	uPA generation	TCR activator	B2AR arrestin	BCR signal inh	ELG1 repair inh	Eya2 phos inh	TSHR antagonist	USP2a block	Mito fusion act	Tb PFK inh
COC(=O)c1sccc1NC(=O)Cn1nnc(-c2ccc(C)cc2)n1	-5%	nt	9%	-0.8%	1%	-18%	8%	-3	2%	-1%	-15%
CN(C(=O)CCNC(=O)Cn1ccc2ccccc2c1=O)c1ccc(Br)cc1	-2%	7%	3%	-1.0%	1%	-2%	0%	-2	1%	5%	0%
CCOc1ccc(/C=C/C(=O)Nc2ccc(N3CCOCC3)cc2)cc1	-3%	8%	-2%	-0.7%	1%	1%	1%	3	1%	-3%	-4%
O=C(NC(=S)NNC(=O)c1cccs1)c1ccco1	1%	nt	2%	0.0%	?	0%	13%	46	-1%	23%	-4%
CCOC(=O)c1ccc(NC(=O)CSc2nnc(NC(=O)c3ccc(S(=O)(=O)N4CCOCC4)cc3)s2)cc1	0%	?	-5%[46.1 µM]	-0.2%	0%	?	-21%	10	2%	-9%	-2%
CCOc1ccc(S(=O)(=O)N2CCC(C(=O)N3CCN(C)CC3)CC2)cc1Cl	1%	-1%	-1%	-0.1%	8%	0%	3%	4	-4%	-8%	0%
O=C(NCc1ccc2c(c1)OCO2)C1CCCN1C(=O)Nc1ccc(Cl)cc1 (configuration not stated)	-2%	4%	1%	-0.3%	1%	-2%	-5%	9	0%	-4%	-1%
COc1ccc(/C=C/C(=O)Oc2cccc(/C=N/NC(=O)Cc3ccc(Br)cc3)c2)cc1	0%	4%	6%	-0.6%	?	?	-2%	-6	-2%	-4%	-7%
CC1=CC(C)C(/C=N/N=C(N)N)C(C)C1 (configuration not stated)	0%	-1%	-4%	-1.0%	?	5.8µM*	-26%	0	0%	15%	-6%
Cc1ccc(S(=O)(=O)N(C)CCCC(=O)NC(C)(C)C)cc1	-6%	-1%	-1%	0.0%	0%	-1%	-17%	-1	0%	-2%	-1%
COc1cc(/C=N/NC(=S)Nc2cccc(S(=O)(=O)N(C)C)c2)cc(OC)c1O	0%	1%	6%[46.1 µM]	3.0%	?	21µM*	2%	-13	-2%	2%	0%
CC(=O)C1C(=O)c2c(cccc2[N+](=O)[O-])C1=Nc1ccc(S(N)(=O)=O)cc1 (configuration not stated)	-10%	2%	-5%	-1.2%	-1%	0%	-3%	-1	-1%	2%	15%
CCc1ccc(NC(=O)CCc2nnc3ccc(N4CCC5(CC4)OCCO5)nn23)cc1	5%	5%	-2%	-0.1%	1%	-1%	-3%	-9	3%	0%	5%
COC(=O)c1ccc(N2C(=O)CC(N3CCOCC3)C2=O)cc1 (configuration not stated)	-4%	5%	4%	0.1%	0%	3%	13%	5	2%	-9%	0%
CC1CN(C(=O)CCC(=O)NCCc2ccccc2)c2ccccc2O1 (configuration not stated)	1%	8%	-4%	-1.1%	8%	29%	-1%	-3	0%	-2%	-1%
CC1(C(=O)OCC(=O)NCCNC(=O)COC(=O)C2(C)CC2(Cl)Cl)CC1(Cl)Cl (configuration not stated)	-4%	-5%	-2%	-0.4%	-7%	16%	3%	-2	3%	-2%	-6%
NS(=O)(=O)c1ccc(NC(=S)Nc2ccc(Br)c(Cl)c2)cc1	-1%	1%	1%	0.3%	?	0%	-4%	3	1%	-2%	9.5µM*
CSc1ccccc1C(=O)Nc1ccc(C)c(C)c1	-2%	nt	-2%	-0.2%	?	?	-6%	0	0%	5%	0%
C[C@H](CO)N1C[C@H](C)[C@@H](CN(C)S(C)(=O)=O)Oc2ccc(NC(=O)Nc3ccc4c(c3)OCO4)cc2C1=O	5%	-3%	3%	-0.2%	-1%	13%	-23%	-3	1%	nt	2%
Cc1ccccc1NS(=O)(=O)c1ccc2c3c(cccc13)C(=O)N2C	0%	-9%	-2%	0.0%	?	?	-7%	-1	0%	-4%	-3%
O=C1N=C(N2CCCC2)S/C1=C\c1cccc(Br)c1	0%	-14%	-18%	-0.2%	?	-2%	-1%	-5	2%	2%	5%
CCOC(=O)c1ccc(NC(=S)N2CCN(CCO)CC2)cc1	-2%	8%	-45%	0.1%	2%	3%	0%	0	-1%	4%	-2%
NCCSc1c(-c2ccc(Cl)cc2)[nH]c2ccccc12	1%	-2%	-3%	-0.9%	15%	3%	3%	-3	-2%	-11%	5%
CCN(CC(=O)NCc1cccs1)c1nnnn1-c1ccccc1	-6%	-16%	-1%	0.3%	4%	-9%	5%	-8	0%	-6%	-3%
Cc1cccc(C(=O)Nc2ccc3ccccc3c2)c1	-11%	?	nt	0.4%	?	?	-15%	2	0%	-3%	-4%
Cc1cc(OCc2cc(C(=O)N(C)CCOc3ccccc3)no2)cc(C)c1Cl	-3%	-1%	-2%	-0.2%	1%	-5%	1%	-9	-1%	-1%	-6%
Cc1ccc(-c2nnc(-c3ccc(NC(=O)Cc4cccs4)cc3)o2)cc1	0%	15%	-3%	-0.9%	5%	9%	-7%	-10	0%	0%	1%
Nc1c(C(=O)c2ccccc2)oc2ccc([N+](=O)[O-])cc12	0%	-4%	4%	-0.5%	?	?	-4%	4	6%	3%	-2%
CC(C)NC(=O)CN(CCc1ccccc1)S(C)(=O)=O	-8%	-5%	-8%	0.0%	3%	7%	-20%	-3	3%	6%	-8%
CCN(CC)S(=O)(=O)c1ccc(/C=C/C(=O)OCC(=O)Nc2cccc3ccccc23)cc1	2%	-4%	3%[46.1 µM]	-0.5%	-2%	1%	3%	4	-1%	-2%	14%
C=CCN1c2ccccc2[C@]23C[C@@H](C(=O)OC)N(C(=O)c4cc(C)oc4C)C2=NC(C(=O)OC)=C(C(=O)OC)[C@H]13	-4%	5.6µM*	0%	-0.3%	?	?	4%	-12	-1%	33%	-5%
COc1ccc(/C=C2\Oc3cc(OCC(=O)N4CCC[C@H]4C(=O)O)ccc3C2=O)c(OC)c1OC	2%	-5%	-10%	-1.0%	?	12%	-30%	-3	0%	-2%	2%
Cc1ccc(C(=O)NC2CCN(S(=O)(=O)c3ccc(C)cc3)CC2)cc1	-1%	4%	-3%	0.3%	1%	10%	-2%	-3	-5%	3%	-3%
CCOc1cc(/C=N\NC(=O)c2ccc(NC(=O)C(C)(C)C)cc2)ccc1OC(=O)c1ccc(C)cc1	-1%	2%	7%	-0.4%	-9%	0%	9%	-3	0%	1%	1%
O=C(NCCCN1CCOCC1)c1cc(C(=O)C2CCCCC2)c[nH]1	-1%	2%	1%	0.1%	2%	9%	-4%	13	-4%	-1%	0%
O=C(COC(=O)Cc1ccc(Cl)cc1Cl)Nc1ccccc1OC(F)F	0%	4%	2%[46.1 µM]	-3.5%	0%	1%	-8%	-2	1%	13%	-5%
O=C1Nc2cc(Cl)c(Cl)cc2N(O)N1c1ccc(Cl)c(Cl)c1	-9%	3%	3%	0.1%	?	23%	-3%	1	-1%	1%	13µM*
CC1=NN(C(N)=S)C(=O)C1N=Nc1c(Br)cc(Br)cc1Br (configuration not stated)	-8%	3%	14%	0.4%	10%	3%	-12%	-43	-1%	-22%	-3%
CCOCCCN(C(=O)Cn1nnc(-c2ccc(OC)c(OC)c2)n1)C(CC)C(=O)NC1CCCC1 (configuration not stated)	0%	7%	-9%	0.2%	-6%	9%	-6%	2	-1%	-11%	-1%
O=[N+]([O-])c1ccn(-c2nc(-c3cccs3)cc(C(F)(F)F)n2)n1	-5%	11%	-8%	0.0%	-8%	2%	-11%	-12	0%	1%	5%
Cc1cc(C)cc(C(=O)Nc2ccc(NC(=O)c3cccs3)cc2)c1	1%	2%	1%	-0.2%	4%	?	-9%	-16	1%	2%	3%
CC1CCN(S(=O)(=O)c2ccc(S(=O)(=O)NCc3cccnc3)cc2)CC1	-1%	-3%	4%	-1.0%	2%	-14%	5%	1	0%	-2%	4%
Cc1ccccc1N=Nc1c(C)[nH]n(-c2ccccc2)c1=O	3%	1%	1%	0.3%	-3%	6%	-3%	-3	3%	1%	1%
Cc1ccccc1N1C(=O)CC(N2CCN(C(=O)c3ccco3)CC2)C1=O (configuration not stated)	-2%	-3%	5%	-0.5%	?	-2%	9%	13	1%	3%	2%
CC1CN(C)C(C)CC1NCc1ccc2c(c1)OCO2 (configuration not stated)	-8%	2%	5%	-0.1%	?	14%	4%	-9	4%	-2%	0%
